Screening results (PubChem BioAssay)
Rtt109 HAT inh: blocks Candida albicans Rtt109/Vps75 acetyltransferase activity; inhibition, % at 34.9 µM; AID 540336; hit rate 0.16% among 330,000; purified Rtt109/Vps75, ThioGlo CoA-SH fluorescence, 4 h;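 active means inhibition of at least 50% in every replicate; inconclusive means best replicate reaches 50% inhibition but some replicates fall short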
Target sequence (Q5AAJ8 whole entry, looked up): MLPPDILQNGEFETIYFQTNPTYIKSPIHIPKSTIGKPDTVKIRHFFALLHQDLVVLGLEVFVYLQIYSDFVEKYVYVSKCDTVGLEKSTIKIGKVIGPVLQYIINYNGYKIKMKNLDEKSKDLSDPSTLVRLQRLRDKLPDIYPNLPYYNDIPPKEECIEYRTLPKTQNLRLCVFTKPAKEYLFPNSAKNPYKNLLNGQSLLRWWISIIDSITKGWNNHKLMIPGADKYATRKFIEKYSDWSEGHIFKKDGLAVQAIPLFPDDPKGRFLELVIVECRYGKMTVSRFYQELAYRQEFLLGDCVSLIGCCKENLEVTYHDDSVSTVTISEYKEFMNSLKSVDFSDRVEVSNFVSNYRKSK
PvdQ acylase: blocks Pseudomonas aeruginosa PvdQ acylase activity; purified PvdQ acylase, fluorescence plate reader; inhibition, % at 10 µM; hit rate 0.063% among 340,000; in the data active means inhibition above about 30%, passing the limit was not always enough; inconclusive means no clear call, values can overlap the other calls;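 further: 0% = vehicle neutral wells and 100% = reference inhibitor wells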
NSD2 inh: blocks human histone methyltransferase NSD2 | O96028 | NSD2 peptide methylation, AlphaScreen, 120 min | inhibition, % at 12.5 µM | hit rate 0.54% among 310,000 | AID 743445; in the data active means inhibition above about 50%
MITF TRPM1 HTS: increases MITF-driven TRPM1 promoter luciferase signal. AID 588334. activation, % at 12.5 µM. SK-MEL-5 TRPM1-promoter luciferase, 24 h; % of positive control, neutral wells = 0. hit rate 0.75% among 300,000;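 active means mean activation of at least 80% with every replicate also reaching 80%; inconclusive means mean reaches 80% but some replicate falls short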;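 further: 0% = neutral control wells and 100% = parthenolide positive control wells; values of inactives mirror those of a sister screen read the other way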
CAL PDZ FP-1: human CAL PDZ-peptide interaction inhibition. Q9HD26. purified CAL PDZ, TMR-peptide fluorescence polarization, 1 h. inhibition, % at 20 µM. hit rate 0.02% among 330,000. AID 504414;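 active means highest replicate inhibition of at least 40%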;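 further: plate controls were DMSO neutral control wells for no effect and unlabeled competitor peptide control wells for full effect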
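Test system: purified CerCALP PDZ construct; Compound dosing: one concentration, 20 µM compound; Also added: TMR-labelled reporter peptide T*-PRC34 bound in PDZ groove; Read-out: inhibition from polarization loss; Controls: unlabelled peptide and DMSO controls; Signal: FP readout, S and P plane fluorescence; Incubation: 1 h at RT.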
SR-BI DiI inh: inhibitors of mouse SR-BI mediated HDL lipid uptake; hit rate 0.96% among 320,000; inhibition, % at 12.5 µM; ldlA[mSR-BI] CHO cells, DiI-HDL uptake fluorescence, 3 h; AID 488896; Q61009;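 active means mean replicate inhibition of at least 70% and a set share of replicates each scoring 70 or more; inconclusive means meets just one of the two criteria; inactive means fails both criteria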;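 further: 0% = median of neutral control wells and 100% = median of positive control wells; values of inactives mirror those of a sister screen read the other way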
Target sequence (Q61009 whole entry, looked up): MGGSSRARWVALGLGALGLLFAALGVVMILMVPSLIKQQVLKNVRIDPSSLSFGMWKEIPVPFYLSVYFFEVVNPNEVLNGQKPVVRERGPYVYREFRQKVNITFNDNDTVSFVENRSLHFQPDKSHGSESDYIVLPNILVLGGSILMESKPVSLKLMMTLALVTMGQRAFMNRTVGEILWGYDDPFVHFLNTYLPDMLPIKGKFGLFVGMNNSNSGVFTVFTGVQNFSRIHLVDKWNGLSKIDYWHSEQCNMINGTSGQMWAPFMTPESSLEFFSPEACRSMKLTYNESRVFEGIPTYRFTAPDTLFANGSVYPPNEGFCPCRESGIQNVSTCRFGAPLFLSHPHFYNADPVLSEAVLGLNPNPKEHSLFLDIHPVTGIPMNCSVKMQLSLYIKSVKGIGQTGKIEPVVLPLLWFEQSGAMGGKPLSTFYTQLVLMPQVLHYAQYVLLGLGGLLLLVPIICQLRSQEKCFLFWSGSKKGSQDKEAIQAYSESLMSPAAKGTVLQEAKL
PfHsp90 set2: reduces growth (ATP signal) of yeast expressing P. falciparum Hsp90; hit rate 0.32% among 310,000; inhibition, % at 9.4 µM; AID 504621; S. cerevisiae expressing PfHsp90, BacTiter-Glo ATP, 48 h; yeast lacking PDR1 and PDR3 efflux regulators;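 active means every replicate shows inhibition above about 80%, whatever the replicate mean, limit read from the data; inconclusive means mean inhibition reaches the set limit but some replicate falls short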;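 further: 0% = DMSO neutral controls and 100% = 20 µM radicicol positive controls; yeast relying on Plasmodium falciparum Hsp90 in place of its own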
CAL PDZ FP-2: blocks peptide binding to the human CAL PDZ domain; Q9HD26; purified CAL PDZ, TMR-peptide fluorescence polarization, 1 h; inhibition, % at 24.9 µM; hit rate 0.92% among 300,000; AID 602252;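 active means mean inhibition of at least 30% with at least half of replicates also reaching 30%; inconclusive means no clear call, values can overlap the other calls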;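 further: 0% = DMSO neutral control and 100% = excess unlabeled competitor peptide PRC23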
SR-BI uptake up: enhances SR-BI lipid uptake from DiI-HDL | activation, % at 12.5 µM | CHO ldlA[mSR-BI] cells, DiI-HDL uptake fluorescence, 3 h; 100 = double the neutral-control signal | hit rate 0.096% among 320,000 | AID 504775;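 active means mean replicate activation of at least 60% and every replicate at or above 60%; inconclusive means mean or all-replicate condition met, but not both; inactive means mean below 60% and not all replicates reaching 60%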;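 further: 0% = median plate neutral-control signal and 100% = twice that signal; values of inactives mirror those of a sister screen read the other way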
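material = CHO ldlA[mSR-BI] cells | medium = Ham's F12 with 0.5% BSA, HEPES 25 mM, pH 7.4 | reagent = fluorescent DiI-HDL, 10 µg/mL final | compound dosing = single-point compound dose | incubation = 3 h, 37 °C | measured by = bottom-read fluorescence, 550/595 nm | measure = HDL uptake via cellular fluorescence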
dFosB act: activators of mouse delta FosB homodimer; purified delta FosB, TAMRA-CDK5 oligo fluorescence polarization; percent of positive-control signal above neutral wells; activation, % at 25 µM; hit rate 0.99% among 340,000; AID 493131;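 active means mean activation above about 17%, with every replicate also reaching it, limit read from the data, passing the limit was not always enough; inconclusive means only one of the two conditions met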;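 further: fluorescence polarization rise as delta FosB binds a TAMRA Cdk5 AP-1 oligo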
* marks the source's active call; other numbers are inactive results; ? = inconclusive; . = no result given. Random draw from the library. About 4.3% of those tested had a hit in this group.

SMILES	Rtt109 HAT inh	PvdQ acylase	NSD2 inh	MITF TRPM1 HTS	CAL PDZ FP-1	SR-BI DiI inh	PfHsp90 set2	CAL PDZ FP-2	SR-BI uptake up	dFosB act
O=C(CN1CC(c2ccccc2)CC1=O)OCc1ccccc1F (configuration not stated)	-1	-13	0	57	-2.4	-13	-19	-1	13	1
COc1cccc(CNc2ncn[nH]2)c1OCc1ccc(F)cc1	-3	-6	-3	8	-1.0	0	.	-1	0	-4
CC1(C)CC(=O)c2c(nn(-c3ccccc3)c2-c2ccncc2)C1	4	-10	0	10	-3.6	1	.	-2	-1	-6
COC(=O)c1cn(CC(=O)NCc2ccco2)c2ccccc12	-3	-5	-3	24	-1.1	-11	-16	-1	11	-1
C=CCN(c1ccccc1Cl)S(=O)(=O)c1cccc(C(=O)OCC(=O)N(C)C2CCS(=O)(=O)C2)c1 (configuration not stated)	5	10	0	0	-0.6	-9	2	-1	9	-5
CC1c2nc3ccccc3n2C(CC(=O)NC2CC2)C(=O)N1Cc1ccccc1 (configuration not stated)	-10	-1	-1	8	-2.5	0	.	-4	0	0
O=C(Nc1cccc(Cl)c1)C1C2C=CC3(O2)C1C(=O)N(CCCN1CCCCC1)C3C(=O)NC1CCCCC1 (configuration not stated)	-3	-16	-5	8	0.6	.	-19	-4	.	-7
O=C(Cc1coc(-c2ccc(F)cc2)n1)N1CCOCC1	-2	-7	-3	1	0.3	16	10	-1	-16	7
COc1ccc(-c2cc(-c3n[nH]c(=S)n3-c3cccc4ccccc34)[nH]n2)cc1	20	0	9	23	-4.6	3	-33	-1	-3	-9
CCOC(=O)C1CCN(C(=O)c2ccc(OCC)c(OCC)c2)CC1	-10	-15	20	-3	-1.0	-8	-12	0	8	-4
COc1cc(Nc2nc(-c3ccccc3)c3cc(C)ccc3n2)cc(OC)c1OC	3	-8	5	.	-1.2	72*	.	0	-72	-13
CCN(C[C@H]1N[C@@](CC)(C(=O)OC)[C@H]2C(=O)N(Cc3ccccc3)C(=O)[C@@H]12)C(=O)C1CCCCC1	2	2	.	4	-0.9	-10	35	-11	10	-4
Cc1ccc(C(=O)NC(=S)Nc2ccc(N3CCN(C(=O)c4ccco4)CC3)cc2)cc1	-11	1	-1	-19	-1.2	42	15	1	-42	-2
O=C1CCCC2=C1C(c1ccccn1)Nc1ccc(C(=O)c3ccccc3)cc1N2 (configuration not stated)	-1	-11	1	-9	-0.2	8	4	-1	-8	-5
Cc1onc(C(=O)NC(C)c2ccccc2)c1[N+](=O)[O-] (configuration not stated)	-2	-11	-2	20	-1.9	-5	-36	-2	5	-2
CC1CN(CC(=O)Nc2ccccc2Sc2ccccc2)CC(C)O1 (configuration not stated)	-8	-5	20	-5	-0.6	-13	13	-1	13	-9
COCCN(C(=S)Nc1ccc(Cl)cc1OC)C1CCN(C(C)=O)CC1	-2	-16	-3	-1	-2.8	.	-5	-1	.	-1
CCn1ncc(C(=O)Nc2ccc(F)cc2)c1C	-6	-8	1	15	-0.2	-38	-19	7	38	3
COc1cccc(-n2c(Cc3cc(=O)[nH]c(=O)[nH]3)nnc2SCC(=O)N2CCCCCC2)c1	-9	-14	.	-15	0.6	-10	-1	.	10	1
COc1ccc(C2N(c3cc(Cl)ccc3OC)C(=O)C3CCCN32)cc1 (configuration not stated)	-3	-8	.	1	-0.2	-6	-11	4	6	5
CCN1CC=C2C(C#N)=C(N)C(C#N)(C#N)[C@H](c3cccc(OC)c3OC)[C@H]2C1	-2	-2	17	2	.	1	5	-5	-1	3
O=C(NCC(O)c1ccccc1)c1cccs1 (configuration not stated)	-32	-17	1	63	-2.3	-5	23	-3	5	-4
COc1cccc2cc(C(=O)N(Cc3cccs3)CC3CCCO3)c(=O)oc12 (configuration not stated)	-7	4	1	8	2.1	-5	4	1	5	-8
CCCC(=O)Nc1cc(C)c(NC(=O)C23CC4CC(CC(C4)C2)C3)cn1	.	7	0	-3	-3.8	-11	4	2	11	-6
O=C(COc1ccccc1Cl)NNC(=O)c1ccc(-n2cncn2)c([N+](=O)[O-])c1	-1	-10	-3	-3	0.0	-17	-5	-5	17	-4

Additional compounds
SMILES	Rtt109 HAT inh	PvdQ acylase	NSD2 inh	MITF TRPM1 HTS	CAL PDZ FP-1	SR-BI DiI inh	PfHsp90 set2	CAL PDZ FP-2	SR-BI uptake up	dFosB act
COc1ccc(CCNC(=O)CSc2nc3scc(-c4ccccc4)c3c(=O)[nH]2)cc1	-6	-8	-1	-3	-8.1	-16	-39	-3	16	-15
CN(C)S(=O)(=O)c1cccc(CNCC2COc3ccccc3O2)c1 (configuration not stated)	-2	-9	-1	-1	-4.3	-10	-34	1	10	-8
CCOC(=O)c1sc(Nc2ccc(C)cc2C)nc1C	-13	-12	3	17	-1.4	15	5	0	-15	1
CSCC[C@H](NC(=O)CCCn1nnc2ccccc2c1=O)C(=O)O	-17	-7	-8	0	-1.7	.	-6	.	.	-13
COc1cc(NS(=O)(=O)c2ccc(NC(=S)NC(=O)c3sc4ccccc4c3Cl)cc2)nc(OC)n1	27	14	5	3	-3.3	7	-2	-3	-7	-3
COc1ccc(-c2nc(C#N)c(NC(C)C)o2)cc1	1	-23	0	74	-2.6	45	-35	0	-45	-5
O=C1c2ccccc2C(=O)N1CCCCSc1nc2ccccc2c(=O)n1CCCN1CCOCC1	15	-13	2	3	-2.3	3	-2	-6	-3	-13
Cc1ccc(CNC(=O)C2CCCN(C(=O)N(C)C)C2)cc1 (configuration not stated)	10	-4	0	-2	-0.5	-12	.	-6	12	4
CN(C)CCN(C(=O)c1ccc(Br)s1)c1nc2cc3c(cc2s1)OCCO3	20	2	6	31	-1.3	7	5	-3	-7	19*
COC(=O)c1c(C)[nH]c(C(=O)C(C)OC(=O)C2CC(=O)N(CCc3ccccc3)C2)c1C (configuration not stated)	-1	-9	2	-7	0.6	45	-11	.	-45	-15
COC(=O)c1ccccc1NC(=O)c1ccc(NC(=O)C2CCCO2)cc1 (configuration not stated)	-5	4	-1	-1	-1.5	44	-33	.	-44	-21
CC(=O)Nc1ccc(NC(=O)C2CC(=O)N=C(N)S2)cc1 (configuration not stated)	4	2	19	6	-1.4	-2	1	-2	2	5
Cc1ccc(OCCOC(=O)CCc2nc3ccccc3c(=O)[nH]2)cc1	-3	2	-16	-2	0.2	-24	1	7	24	-6
COc1ccc(C(=O)Nc2ccc(O)cc2C(=O)O)cc1	-6	4	3	14	-1.2	3	-2	.	-3	3
CC1=C(C(=O)Nc2ccc(F)cc2)C(c2cccc(C)c2)n2nc(CCCO)nc2N1 (configuration not stated)	0	-11	.	-6	-1.0	-16	28	.	16	-4
Cc1c(-c2ccccc2)nc(-c2ccccc2)[nH]c1=O	7	-21	-2	-4	-4.3	-16	-6	-4	16	-4
O=C(COC(=O)[C@H](Cc1c[nH]c2ccccc12)NC(=O)c1ccc(Cl)cc1)Nc1ccc2c(c1)OCO2	0	-10	2	11	0.4	-33	.	.	33	-7
COc1cc(C#Cc2ccc3cc(C(C)(C)O)oc(=O)c3c2)cc(OC)c1	-10	-17	.	43	-1.7	31	-21	-6	-31	-13
c1cncc(-c2nnc3n2N=C(c2cccs2)CS3)c1	0	4	0	13	-0.4	-7	2	-3	7	-9
COc1ccc(NC(=O)c2ocnc2C)cc1OC	7	-8	-3	1	-1.3	-23	4	.	23	2
Cc1ccccc1NC(=O)CSc1nc2ccccc2c2nc(CCn3cncc3C)nn12	3	-2	1	-1	-2.8	20	32	-8	-20	-3
Cc1ccc2[nH]c(C)c(CCNC(=O)c3cc4cc([N+](=O)[O-])ccc4oc3=O)c2c1	3	-7	0	6	-0.9	4	22	-1	-4	-3
CC(Sc1nc2ccccc2c(=O)n1Cc1ccco1)C(=O)c1ccccc1 (configuration not stated)	13	0	1	4	-3.1	-10	8	-21	10	1
Cc1cccc(C)c1N=Cc1c(O)n(-c2nccs2)c(=O)c2ccccc12	10	3	.	0	-1.7	5	-5	-2	-5	-4
O=C(c1ccc(CNS(=O)(=O)c2ccccc2)cc1)N1CCN(c2ccccn2)CC1	2	-11	3	-4	-1.2	14	-81	-5	-14	-8

Copied from the list:
PvdQ acylase with Cc1ccc(OCCOC(=O)CCc2nc3ccccc3c(=O)[nH]2)cc1 stands at 2
Rtt109 HAT inh with O=C(c1ccc(CNS(=O)(=O)c2ccccc2)cc1)N1CCN(c2ccccn2)CC1 stands at 2

Carrying on:
SMILES	Rtt109 HAT inh	PvdQ acylase	NSD2 inh	MITF TRPM1 HTS	CAL PDZ FP-1	SR-BI DiI inh	PfHsp90 set2	CAL PDZ FP-2	SR-BI uptake up	dFosB act
O=C(/C=C/c1ccc(F)cc1)NC(=S)Nc1ccccc1C(=O)NC1CCCCC1	2	-6	.	-1	-2.1	-13	15	0	13	22*
COC(=O)COc1ccc(NC(=O)C(c2ccccc2)c2ccccc2)cc1	-4	-4	-1	-6	1.4	-1	17	2	1	-4
CCn1c(C)nc2cc(C(=O)N/N=C(\C)c3ccccc3O)ccc21	1	0	1	90*	-2.4	63	0	-6	-63	-2
C[C@@H]1NC(=O)c2cc([N+](=O)[O-])cc(F)c2NCCC[C@@H](C(N)=O)NC(=O)[C@H](CC(N)=O)NC1=O	6	-2	.	8	-0.1	3	-15	-4	-3	2
C/C(=C\c1ccc(N)cc1)c1nc2ccccc2[nH]1	1	7	1	?	-0.7	-18	8	-3	18	2
CCN(CC)C(=O)CN(C#N)c1nc(Cl)nc(N(C)C)n1	-17	-3	-13	-15	0.0	-10	-10	.	10	7
O=C(NCc1ccc(F)cc1)N1CCN(S(=O)(=O)c2ccccc2F)CC1	-4	-17	-2	2	-1.0	8	29	-4	-8	-6
CC(=O)Nc1ccc(S(=O)(=O)NC2Cc3ccccc3C2)cc1	1	-17	5	-6	-1.4	-108	-32	.	?	-8
COc1ccc(Br)cc1C(=O)NC(=S)Nc1ccc(CN2CCOCC2)cc1	26	4	0	23	-3.4	18	-2	3	-18	2
CC1(C)[C@@H](O)CC[C@]2(C)[C@H]3C(=O)C=C4[C@@H]5C[C@@](C)(C(=O)O)CC[C@]5(C)CC[C@@]4(C)[C@]3(C)CC[C@@H]12	-6	-1	.	10	-1.1	-10	-20	-4	11	-2
CN(Cc1nccs1)C(=O)C1CCC(=O)N(CCCc2ccccc2)C1 (configuration not stated)	8	4	-1	2	-0.9	-7	-1	.	7	-1
N#Cc1cc([N+](=O)[O-])cnc1Nc1ccccc1	-5	8	-1	7	-0.5	-1	-30	4	1	3
